GRP78 ERSR act = induces the endoplasmic reticulum stress response in human glioma cells; U87-MG GRP78 promoter luciferase reporter, 16 h; Potency, µM, for the others: at the top dose activation, usual class: activators; hit rate 0.02% among 420,000; also: potency is read from the fitted curve at half-maximal effect; series mostly up to about 76 µM; % of control where 0% means no effect; nearly all actives have a fitted effect of over 35% in size
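Stably transfected U87-MG human glioma cells carrying a GRP78-based luminescent sensor were seeded at 1000 cells/well, pin-dosed with compounds and incubated 16 h. Luciferase reagent was then added, and end-point luminescence was read after 10 min at room temperature.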
RXFP1 agonist = RXFP1 (human) receptor agonism; HEK293T-RXFP1 cAMP TR-FRET, 30 min; response scale: percent of porcine relaxin response, buffer zero; Q9HBX9; AID 2676; hit rate 0.3% among 370,000; Potency, µM (doses to about 57.5 µM), inactives show top-dose activation, actives largely listed as activators; also: potency is read from the fitted curve at half-maximal effect; % is scaled to controls: 0 for no effect and ±100 for the full control effect; nearly all actives have a fitted effect of over 60% in size; many of its hits are not listed in these tables
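HEK293 cells stably expressing RXFP1, treated 30 min at 37C with compounds plus PDE4 inhibitor Ro 20174; cAMP measured by HTRF TR-FRET. Normalized to buffer and 29 nM porcine relaxin; EC50 by Hill fit.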
Vif-A3F inh = blocks the Vif interaction with APOBEC3F; AID 602313; Potency, µM (doses to about 46.1 µM), inactives show at the highest dose activity, negative = active; HeLa A3F-eYFP + Vif (tagged APOBEC3F with the HIV-1 protein that degrades it), YFP fluorescence increase; hit rate 0.2% among 390,000; also: potency is read from the fitted curve at half-maximal effect; % of control where 0% means no effect; nearly all actives have a fitted effect of over 65% in size
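HeLa cells stably expressing Vif plus C-terminally eYFP-tagged A3F were seeded, incubated overnight at 37 deg C, dosed with compound, incubated overnight again at 37 deg C. Yellow fluorescence (Ex 488/Em 500-530) reported blocked Vif-mediated A3F-eYFP degradation.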
D1 antag = blocks dopamine activation of the human D1 receptor; P21728; HEK293 TREx D1 cells, calcium flux, dopamine EC80; stronger effect = lower value; activity change, negative = inhibition, % at 10 µM; hit rate 3.2% among 360,000; AID 504652; in the data active = activity change below about -30%; also: % is scaled to controls: 0 for no effect and ±100 for the full control effect
Target sequence (P21728 whole entry, looked up): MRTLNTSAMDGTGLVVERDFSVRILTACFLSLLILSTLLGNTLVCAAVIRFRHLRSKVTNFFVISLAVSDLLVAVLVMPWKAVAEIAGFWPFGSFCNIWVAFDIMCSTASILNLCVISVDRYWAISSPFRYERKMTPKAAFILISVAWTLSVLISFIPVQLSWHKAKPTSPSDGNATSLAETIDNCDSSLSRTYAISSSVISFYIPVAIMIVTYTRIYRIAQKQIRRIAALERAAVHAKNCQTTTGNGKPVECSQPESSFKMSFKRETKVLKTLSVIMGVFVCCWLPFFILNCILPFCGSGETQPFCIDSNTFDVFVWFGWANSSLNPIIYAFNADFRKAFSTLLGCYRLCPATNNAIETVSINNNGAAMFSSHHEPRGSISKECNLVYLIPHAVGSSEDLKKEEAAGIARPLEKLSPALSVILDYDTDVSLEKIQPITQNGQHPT
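Allosteric or orthosteric antagonism assessed as attenuation of the calcium response to EC80 dopamine, added 180 s after compound, in induced HEK293 Trex D1 cells loaded with no-wash calcium dye.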
D1 potentiator = enhances dopamine response at the human D1 receptor. HEK293 TREx D1 cells, calcium flux, dopamine EC20 potentiation. hit rate 0.036% among 360,000. potentiation, % at 10 µM. P21728; in the data active = potentiation above about 30%; also: 0% is about no effect
D2 PAM = D2 dopamine receptor (human) potentiation; P14416; HEK293 T-REx D2, calcium flux, EC20 dopamine potentiation; potentiation, % at 10 µM; hit rate 0.34% among 340,000;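 active = potentiation over 3 SD above the plate norm, cut at about 30% in these data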; also: 0% is about no effect
Target sequence (P14416 whole entry, looked up): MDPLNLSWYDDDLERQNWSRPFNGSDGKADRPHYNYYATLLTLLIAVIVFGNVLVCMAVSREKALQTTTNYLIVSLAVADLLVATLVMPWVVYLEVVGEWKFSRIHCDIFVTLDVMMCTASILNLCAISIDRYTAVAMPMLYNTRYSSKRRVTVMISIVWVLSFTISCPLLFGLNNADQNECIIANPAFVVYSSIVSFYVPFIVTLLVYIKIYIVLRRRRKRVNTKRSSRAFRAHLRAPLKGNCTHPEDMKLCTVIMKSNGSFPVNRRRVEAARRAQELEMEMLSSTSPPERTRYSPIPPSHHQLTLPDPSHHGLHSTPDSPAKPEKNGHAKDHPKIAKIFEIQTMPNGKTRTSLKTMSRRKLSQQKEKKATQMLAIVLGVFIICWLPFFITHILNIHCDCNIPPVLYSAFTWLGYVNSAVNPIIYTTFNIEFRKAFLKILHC
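Primary screen. Calcium kinetics in induced HEK293 T-REx D2 cells: compound pre-addition 180 s, EC20 dopamine, 180 s more.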
D1 ag = human D1 receptor agonism; activation, % at 2 µM; hit rate 1% among 360,000; HEK293 T-REx D1 cells, calcium flux, agonist mode; AID 504660; in the data active = activation above about 30%; also: 0% is about no effect
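Inducible HEK293 T-REx D1 cells, force-coupled to calcium signalling, were plated at 4000 cells/well with tetracycline and held overnight at 30 C. After no-wash calcium dye loading, compound-evoked calcium rise over 180 s flagged agonists.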
Vif-APOBEC3G blk = Vif-A3G binding inhibition. Potency, µM (doses to about 46.1 µM), for inactives: at the highest dose activity, negative = active, actives largely listed as inhibitors. HeLa A3G-eYFP + Vif (tagged APOBEC3G with the HIV-1 protein that degrades it), YFP fluorescence, overnight. hit rate 0.076% among 410,000. Q9HC16;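 also: potency is read from the fitted curve at half-maximal effect; % is scaled to controls: 0 for no effect and ±100 for the full control effect; nearly all actives have a fitted effect of over 60% in size; hits raise eYFP signal because A3G escapes Vif-driven loss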
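Read-out is eYFP fluorescence (Ex 488/Em 500-530) from Vif-expressing HeLa A3G-eYFP cells; more signal means A3G escaped Vif-mediated degradation. Cells plated overnight, compound pinned in, incubated overnight at 37 deg C.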
RXFP1 antag = blocks the human relaxin receptor RXFP1; Q9HBX9; HEK293-RXFP1, relaxin-stimulated cAMP HTRF, 30 min; stronger effect = lower value; activity change, negative = inhibition, % at 57.5 µM; hit rate 0.59% among 350,000; AID 1259400;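 active = activity change of -60% or lower, but not beyond a set lower limit; inconclusive = change between -60% and -40%, or beyond the set limit; inactive = change above -40%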; also: % is scaled to controls: 0 for no effect and ±100 for the full control effect
The depositor's hits bear a star; ? = inconclusive; nt = not tested or not shown. Unless noted, calls follow the shape of the dose curve; as a rule, active = well fitted curve in the direction sought with a large enough effect; inconclusive = small, poorly fitted or top-dose-only effect, or another doubt; inactive = no such curve, though single readings can be large; an effect the other way counts as inactive or inconclusive. These rows are one share of the data; rates above refer to the full screens.

Values run as follows: GRP78 ERSR act	RXFP1 agonist	Vif-A3F inh	D1 antag	D1 potentiator	D2 PAM	D1 ag	Vif-APOBEC3G blk	RXFP1 antag
[1] Cc1oc(=O)c(NC(=O)c2ccccc2)cc1C(C)O (centres undefined)
→ 3%	1.6%	1%	-21	-5	-4	3	-1%	9
[2] COC(=O)CSc1snnc1-c1ccc(F)cc1
→ -5%	-0.5%	nt	-5	7	-2	1	2%	-1
[3] N#CC1=C(N)Oc2ccc3ccc(O)cc3c2C1c1cccnc1 (centres undefined)
→ -5%	-0.3%	-12%	-76*	-7	4	1	1%	-14
[4] COc1cc(C(=O)Nc2scc(-c3ccccc3)c2C(=O)O)cc(OC)c1OC
→ 2%	-1.5%	1%	-7	1	-3	1	-4%	1
[5] Nc1ccc2c(C(F)(F)F)cc(=O)oc2c1
→ -4%	23%	-2%	-1	-7	4	8	-2%	12
[6] CNCc1cc2ccc(C)cc2[nH]c1=O
→ -4%	0.2%	-13%	6	4	7	2	1%	-9
[7] CSc1cccc(NC(=O)/C=C/c2ccc(Cl)cc2)c1
→ 8%	3.3%	11%	-13	-3	-21	2	3%	-5
[8] CCOc1ccc(CCNC(=O)c2cc3c(-c4ccc(OC)c(OC)c4)nn(C)c3s2)cc1OCC
→ -4%	1.2%	2%	13	8	8	1	-13%	-12
[9] O=C(C[n+]1ccc(C(=O)NCc2ccccc2)cc1)c1ccc(Cl)cc1
→ -2%	-0.3%	-9%	-23	-9	2	2	-1%	-24
[10] Cc1ccc2c(C)c(C(=O)Nc3nnc(C)s3)oc2c1
→ 1%	-0.1%	-5%	4	0	5	3	0%	4
[11] CCC12C(=O)C(CC)(C(c3ccccc3)=C1c1ccccc1)[C@@H]1C(=O)N(c3ccccc3)C(=O)C12 (some centres undefined)
→ -4%	-1.1%	-12%	-3	10	9	2	-12%	-3
[12] COc1ccc(S(=O)(=O)Cc2ccc(C(=O)N3CCN(c4ccc(Cl)cc4)CC3)o2)cc1
→ -3%	0.0%	-9%	-18	-3	3	6	-4%	nt
[13] Cc1c(CCC(=O)O)c(=O)oc2c(C)c3occ(-c4ccc(Br)cc4)c3cc12
→ 0%	0.0%	-21%	15	-9	-6	2	0%	-1
[14] O=C(NNC(=O)c1cc2cc3ccccc3nc2s1)c1ccc(F)cc1
→ -7%	-1.2%	11%	1	-1	4	2	1%	-11
[15] COc1ccc(N(C)S(=O)(=O)c2cccc(C(=O)NC3=NCCS3)c2)cc1
→ 0%	-2.1%	-2%	-39*	-11	19	9	-5%	-12
[16] Cc1cccc(C(=O)NNC(=O)c2ccccc2O)c1
→ 0%	0.3%	-8%	-8	-8	1	4	8%	12
[17] Cc1cc(C)n2nc(C(=O)N3CCN(Cc4ccc5c(c4)OCO5)CC3)nc2n1
→ -1%	1.0%	12%	10	6	-8	3	-4%	1
[18] CCc1cccc(OCCCN2C(=O)NC(C)(C)C2=O)c1
→ 3%	1.6%	-6%	-5	-4	-5	3	1%	-21
[19] CCNC(=O)c1cc2n(n1)CCCN(Cc1ccc(C)cc1)C2=O
→ -1%	0.3%	0%	8	0	3	-2	-3%	12
[20] CCOC(=O)c1c[nH]c2c([N+](=O)[O-])cc(OC)cc2c1=O
→ -7%	nt	6%	nt	nt	nt	nt	-13%	-21
[21] CS(=O)(=O)c1ccc2nc(NC(=O)CCN3C(=O)c4ccccc4C3=O)sc2c1
→ -1%	-1.0%	-4%	-5	-2	1	-2	-6%	13
[22] COc1ccc(C2CCCN2C(=S)Nc2cccc(Cl)c2)cc1OC (centres undefined)
→ 3%	2.5%	-4%	-2	1	nt	2	1%	-9
[23] Cc1cccc(C(=O)OCC(=O)N2CC(=O)Nc3ccccc32)c1C
→ -3%	nt	-8%	nt	nt	nt	nt	-1%	-5
[24] Cc1cc(C(F)(F)F)nc(SCc2ccc(C(=O)O)o2)n1
→ -2%	0.5%	2%	-6	5	-5	1	1%	-2
[25] Cc1cc(=O)c(C(=O)O)nn1-c1ccc(Cl)cc1
→ -2%	-5.0%	-6%	3	0	0	2	-2%	1
[26] CCCCN(CC)Cc1ccc(CNC(=S)Nc2ccccc2F)o1
→ -1%	-1.1%	1%	4	-6	-7	4	2%	-3
[27] CCOc1ccccc1Nc1nc(-c2cccnc2)cs1
→ -4%	3.8%	-2%	12	-5	-9	3	-8%	-2
[28] Fc1ccc(CSc2nnc3ccccn23)c(Cl)c1
→ 0%	3.6%	7%	0	9	0	1	-2%	-18
[29] COc1ccc2c(c1)c1c(c(=O)n(-c3ccccc3C)c(=O)n1Cc1cccc(C(F)(F)F)c1)n2C
→ -2%	7.3%	0%	-5	0	nt	3	4%	nt
[30] O=C(CCc1nnc(Cc2cccc(C(F)(F)F)c2)o1)NCCc1ccccc1F
→ 4%	1.5%	6%	-14	1	-8	4	-4%	-3

(further entries)
No.	smiles	GRP78 ERSR act	RXFP1 agonist	Vif-A3F inh	D1 antag	D1 potentiator	D2 PAM	D1 ag	Vif-APOBEC3G blk	RXFP1 antag
31	CCOc1ccccc1NC(=O)CN1C(=O)COc2ccc(S(=O)(=O)N3CCCCCC3)cc21	-4%	3.9%	10%	4	-1	3	-1	2%	11
32	Cc1ccn2c(NC3CCCC3)c(-c3cccs3)nc2c1	-4%	9.1%	4%	-6	-3	1	3	3%	-24
33	CC(=O)/C(=N/Nc1ccc([N+](=O)[O-])cc1)N1CCCc2ccccc21	-4%	6.0%	-6%	-12	-3	-12	12	-7%	-1
34	Cc1ccccc1NC(=O)COC(=O)c1c[nH]c(=O)[nH]c1=O	-5%	1.9%	-9%	0	0	6	0	-1%	-7
35	CC(=O)c1ccc(NC(=O)c2nc3nc(C)cc(C(F)F)n3n2)cc1	-1%	7.9%	-5%	6	-5	2	1	1%	nt
36	CC(C)CCNC(=O)CN1C(=O)NC(c2ccccc2)(c2ccccc2)C1=O	-3%	0.5%	-26%	3	2	-3	0	-6%	3
37	O=S(=O)(NC1CCCCC1N1CCC(O)CC1)c1ccccc1 (centres undefined)	-1%	0.4%	-10%	-2	-5	-7	2	1%	-10
38	O=C(CSc1nc(C2CC2)nc2ccccc12)Nc1ccccc1N1CCOCC1	-5%	3.8%	3%	-8	-3	6	1	-3%	3
39	O=C(NCCc1ccccc1)c1ccc(CSc2nc3cccnc3n2Cc2ccc(F)cc2)cc1	-1%	0.9%	-2%	-22	0	-10	4	0%	-4
40	CC(C)(C)C1(O)CC(C(F)(F)F)=NN1C(=O)CCc1ccccc1 (centres undefined)	0%	-1.5%	-11%	3	6	5	2	0%	-19

2 compounds picked at random from those above:
No.	smiles	GRP78 ERSR act	RXFP1 agonist	Vif-A3F inh	D1 antag	D1 potentiator	D2 PAM	D1 ag	Vif-APOBEC3G blk	RXFP1 antag
36	CC(C)CCNC(=O)CN1C(=O)NC(c2ccccc2)(c2ccccc2)C1=O	-3%	0.5%	-26%	3	2	-3	0	-6%	3
34	Cc1ccccc1NC(=O)COC(=O)c1c[nH]c(=O)[nH]c1=O	-5%	1.9%	-9%	0	0	6	0	-1%	-7

Continuation.
No.	smiles	GRP78 ERSR act	RXFP1 agonist	Vif-A3F inh	D1 antag	D1 potentiator	D2 PAM	D1 ag	Vif-APOBEC3G blk	RXFP1 antag
41	Cc1ccc(-n2ncc(C(=O)NCCN3CCC(Cc4ccccc4)CC3)c2C2CCN(C(=O)OC(C)(C)C)CC2)cc1	-10%	-2.5%	3%	-10	1	2	56*	1%	-69*
42	Brc1ccc(NCc2nnc3n2CCCCC3)cc1	-2%	-1.4%	3%	2	5	-4	2	0%	-10
43	O=C(O)CCNC(=S)Nc1cccc(F)c1	2%	-0.1%	-1%	4	-2	-3	3	2%	8
44	CCc1ccc([C@@H]2CC=C(C(=O)O)[C@H](c3ccc(F)cc3)N2S(=O)(=O)c2ccc(C)cc2)cc1	1%	-1.6%	1%	-10	1	-10	0	-8%	nt
45	CC(C)Sc1nnc(SCC(=O)NCCCN2CCCC2=O)s1	-3%	3.4%	?	6	0	22	3	-10%	0
46	CC(C)CN(CC(C)C)C(=O)Nc1ccc(F)cc1F	-2%	-0.3%	?	3	2	1	0	-2%	-9
47	C[C@@H]1CN([C@@H](C)CO)C(=O)c2cc(Br)cnc2O[C@H]1CN(C)C(=O)Nc1ccc2c(c1)OCO2	-2%	nt	0%	nt	nt	nt	nt	-3%	6
48	COc1ccccc1NC(=O)c1ccc(-c2nc(COc3ccc(C)cc3)c(C)o2)cc1	-3%	2.2%	-1%	8	-2	-15	9	-1%	-1
49	Nc1nc(SCc2nc3scc(-c4ccccc4)c3c(=O)[nH]2)n[nH]1	-2%	0.6%	0%	-21	1	2	0	0%	18
50	O=C(COc1ccccc1O)c1cccs1	6%	1.2%	1%	-1	-8	-5	2	1%	-3
51	CC(Cl)C(=O)c1ccc2c(c1)CCN2C(=O)C1CC1 (centres undefined)	1%	2.6%	0%	4	-7	8	0	-13%	-2
52	Cc1ccn2cc(-c3ccc(NC(=O)c4ccco4)cc3)nc2c1	-6%	1.6%	-12%	-33*	-3	5	0	-6%	-5
53	COc1ccc(CCNC(=O)C2(C)CCC(=O)N2CCC(C)C)cc1OC (centres undefined)	-4%	0.5%	1%	8	1	nt	0	-1%	nt

Single records, from the list above.
CC(C)CN(CC(C)C)C(=O)Nc1ccc(F)cc1F in the list: GRP78 ERSR act: -2%; RXFP1 agonist: -0.3%; Vif-A3F inh: ?; D1 antag: 3; D1 potentiator: 2; D2 PAM: 1; D1 ag: 0; Vif-APOBEC3G blk: -2%; RXFP1 antag: -9
O=C(O)CCNC(=S)Nc1cccc(F)c1 in the list: GRP78 ERSR act: 2%; RXFP1 agonist: -0.1%; Vif-A3F inh: -1%; D1 antag: 4; D1 potentiator: -2; D2 PAM: -3; D1 ag: 3; Vif-APOBEC3G blk: 2%; RXFP1 antag: 8
Brc1ccc(NCc2nnc3n2CCCCC3)cc1 in the list: GRP78 ERSR act: -2%; RXFP1 agonist: -1.4%; Vif-A3F inh: 3%; D1 antag: 2; D1 potentiator: 5; D2 PAM: -4; D1 ag: 2; Vif-APOBEC3G blk: 0%; RXFP1 antag: -10
